# SUMO Mot1 rescue: yeast Mot1-301 growth rescue at high temperature, primary screen, SUMOylation pathway inhibitor project, S. cerevisiae, ATP luminescence, 38.5C. S. cerevisiae Mot1-301 growth rescue; percent above DMSO median, 100 means doubled. growth rescue, % at 18.8 µM. 1% of 320,000 active;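 active = every valid replicate shows activation above 250% relative to neutral control wells; inactive = the rest, any valid replicate at or below 250%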;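 also: OY570 slx delta 5 strain wells were the positive control but not used for scaling; some compounds called inactive have numbers as strong as hits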
# PKA-R1A act: activators of PKA-R1A holoenzyme, primary screen, biochemical, fluorescence polarization, Cy5-IP20, bovine R1A, mouse PKAc | cAMP-dependent protein kinase type I-alpha regulatory subunit (Bos taurus) + … | PKA-R1A dissociation; scaled: DMSO 0%, 113 µM cGMP 100% | activation, % at 11.4 µM | 0.083% of 340,000 active | AID 504707, 2011;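 active = percent activation above the mean of all tested compounds plus 3 SD, cut at about 19% in these data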;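 also: higher means more PKAc released from R1A so a rise in polarization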
# HTR5A ag: HTR5A agonists in luminescence cell assay, primary screen, counter-screen for OPRM1-OPRD1 heterodimer agonist project, full-deck HTS; 5-hydroxytryptamine receptor 5A (Homo sapiens), P47898; cell-based; activation, % at 9.3 µM; 0.61% of 340,000 active; in the data active = activation mostly above about 9.5%, no sharp cut-off; inactive = mostly below about 7.6%;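 also: 0% = cells with vehicle only and 100% = reference agonist; strong numbers were not always called active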
# Target sequence (P47898 whole entry, looked up): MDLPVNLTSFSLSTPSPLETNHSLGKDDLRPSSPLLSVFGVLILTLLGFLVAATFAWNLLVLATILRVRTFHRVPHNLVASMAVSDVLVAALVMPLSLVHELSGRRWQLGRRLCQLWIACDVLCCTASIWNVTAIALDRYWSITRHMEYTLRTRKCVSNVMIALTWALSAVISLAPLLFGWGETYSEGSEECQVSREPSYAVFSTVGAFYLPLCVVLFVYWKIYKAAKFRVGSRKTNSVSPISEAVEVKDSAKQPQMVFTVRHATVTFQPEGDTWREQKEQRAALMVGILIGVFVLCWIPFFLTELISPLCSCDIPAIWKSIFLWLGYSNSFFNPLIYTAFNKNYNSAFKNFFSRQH
# AddAB inh: growth inhibition of E. coli expressing H. pylori AddAB, primary screen, AddAB inhibitor project, absorbance. inhibition, % at 11.9 µM. 0.29% of 330,000 active. AID 435030, 2010; in the data active = inhibition above about 12%;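 also: 0% = vehicle wells of infected cells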
# CDK5 inh: inhibitors of human CDK5/p35 kinase, primary screen, biochemical, single concentration. inhibition, % at 10 µM. AID 488839, 2010. Cyclin-dependent kinase 5 (Homo sapiens) + Cyclin-dependent kinase 5 activator 1 (Homo …. 0.01% of 330,000 active. Recombinant CDK5/p35, ADP-Glo luminescence, 60 min;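 active = highest replicate inhibition of at least 50% and at least 75% of replicates reaching 50%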;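 also: plate controls were DMSO neutral control for no effect and GW8510 at 10 µM for full effect; many of its hits are not listed in these tables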
# HTR5A inv ctr: HTR5A inverse agonists in luminescence cell assay, primary screen, counter-screen for OPRM1-OPRD1 heterodimer inverse agonist project, full-deck HTS. inhibition, % at 9.3 µM. HTR5A cell line, inverse agonism. 0.083% of 340,000 active. 5-hydroxytryptamine receptor 5A (Homo sapiens), P47898. AID 504634, 2011; in the data active = inhibition mostly above about 23%, no sharp cut-off; inactive = mostly below about 18%;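 also: 0% = cells with DMSO and 100% = no-cell wells with DMSO; some compounds called inactive have numbers as strong as hits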
# E coli growth: E. coli V3065 growth inhibition, primary screen, counter-screen for AddAB inhibitor project, absorbance, OD600. 18 h. inhibition, % at 11.9 µM. 0.27% of 330,000 active;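 active = inhibition above the campaign's mean inhibition across all tested compounds plus 3 SD, cut at about 9.9% in these data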;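 also: uninfected addAB+ strain grown without phage in ampicillin broth; 0% = DMSO wells and 100% = ciprofloxacin 0.95 µg/ml wells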
# PKA-R2B act: activators of PKA-R2B holoenzyme, primary screen, biochemical, fluorescence polarization, Cy5-IP20, human; activation, % at 11.4 µM; cAMP-dependent protein kinase catalytic subunit beta (Homo sapiens) + cAMP-dependent …; PKA-R2B holoenzyme dissociation; R2B truncated from residue 108, S112A mutant; 0% DMSO only, 100% 113 µM cGMP; 0.079% of 340,000 active; AID 504700, 2011;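 active = activation above a cutoff set at the mean over all compounds plus 3 SD, cut at about 18% in these data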;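 also: higher means more holoenzyme dissociation and a rise in polarization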
# Target sequence (P31323 whole entry, looked up, other chains not shown, the tested form may be a part): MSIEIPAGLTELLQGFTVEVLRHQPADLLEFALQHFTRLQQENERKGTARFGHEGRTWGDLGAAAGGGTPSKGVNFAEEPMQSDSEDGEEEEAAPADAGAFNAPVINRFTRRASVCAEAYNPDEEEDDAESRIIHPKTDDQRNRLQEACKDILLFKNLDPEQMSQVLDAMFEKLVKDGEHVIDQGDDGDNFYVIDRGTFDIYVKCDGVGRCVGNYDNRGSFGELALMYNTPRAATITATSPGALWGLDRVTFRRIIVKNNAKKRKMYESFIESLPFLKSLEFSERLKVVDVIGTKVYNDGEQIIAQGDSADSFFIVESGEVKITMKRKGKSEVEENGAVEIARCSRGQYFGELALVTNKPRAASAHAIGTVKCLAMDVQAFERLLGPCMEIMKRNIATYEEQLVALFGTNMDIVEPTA
# Tat export inh: E. coli Tat export inhibitors, primary screen, MC4100, TorA-mCherry reporter, fluorescence, single point. inhibition, % at 10 µM. AID 488895, 2010. 0.036% of 340,000 active;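 active = mean replicate inhibition at least 50% and at least half of replicates individually reaching 50%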;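 also: exported cargo escapes ClpAP degradation while cytoplasmic cargo is degraded and loses fluorescence; 0% = median of neutral control wells and 100% = median of NaSCN control wells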
# phage Ecoli inh: growth loss of phage-infected E. coli, primary screen, RecBCD inhibitor project, absorbance, with phage, HTS; AID 651602, 2012; inhibition, % at 11.9 µM; 0.26% of 360,000 active; in the data active = inhibition above about 11%
# DAGLB inh: DAGLB lipase inhibitors, primary screen, biochemical, fluorescence, HTS. HEK293T DAGLB membrane lysate, EnzChek fluorogenic substrate. Diacylglycerol lipase-beta (Homo sapiens), Q8NCG7. 0.059% of 340,000 active. inhibition, % at 5.17 µM; in the data active = inhibition above about 34%;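 also: 0% = enzyme with vehicle and 100% = wells lacking enzyme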
# Active calls of the source: *; / = not tested or not shown. An unsorted share of the library; about 2.3% have a hit in one of these screens.
SMILES | HTR5A ag | Tat export inh | DAGLB inh | PKA-R2B act | E coli growth | AddAB inh | HTR5A inv ctr | PKA-R1A act | phage Ecoli inh | SUMO Mot1 rescue | CDK5 inh
COC(=O)c1[nH]c2ccc(Br)cc2c1NC(=O)C(C)N1CCN(C2CCCCC2)CC1 (stereo unspecified) | 5 | 0 | -2 | -2 | 0.2 | 3.5 | -7 | -6 | 3.6 | -11 | -1.9
O=C(c1cccc(S(=O)(=O)Nc2cccc(C(F)(F)F)c2)c1)N1CCOCC1 | 4 | 12 | -3 | 11 | -1.7 | 1.6 | -11 | -6 | -0.2 | / | -0.2
O=[N+]([O-])c1ccc(Sc2ccc(F)cc2)nc1 | 0 | 5 | -1 | -9 | 0.1 | -0.3 | -5 | -8 | 2.2 | 7 | 0.6
C=C(C)CN(CC)C(=O)CN1C(=O)NC2(CCc3ccccc32)C1=O (stereo unspecified) | -1 | 3 | -1 | -6 | 3.3 | 4.5 | -4 | -6 | 0.1 | 53 | -0.8
CCN1C(=O)CC(N2CCN(c3ccc(OC)cc3)CC2)C1=O (stereo unspecified) | -1 | 3 | -2 | 7 | -3.5 | 3.1 | 3 | 6 | 2.8 | -10 | -0.5
Cc1cccc(NC(=O)c2cc(-c3ccc(C)s3)nc3ccccc23)n1 | 12 | 7 | -13 | -9 | 3.0 | 4.9 | 16 | 5 | 2.8 | -26 | -0.3
CC1=CC(C)[C@H](/C=N/n2c(=O)[nH]c3c([nH]c4ccc(Br)cc43)c2=O)C(C)C1 (stereo partly specified) | -2 | -2 | -2 | 3 | 0.7 | -0.1 | 5 | -4 | 0.0 | -22 | 0.5
Cn1c(=O)n(C)c2cc(NC(=O)c3ccc(F)cc3)ccc21 | 3 | -15 | -1 | -7 | -1.2 | 3.1 | -20 | -5 | 4.0 | -17 | -0.4
C=CC[C@@H](CC(=O)N(CCO)Cc1ccccc1)C(=O)NCCOC(=O)[C@@H](CC=C)Cc1ccc(F)cc1 | 3 | 11 | -2 | -1 | -1.4 | 2.5 | -12 | 1 | -0.4 | / | 1.6
O=C(C1CCCCN1S(=O)(=O)c1ccccc1[N+](=O)[O-])N1CCOCC1 (stereo unspecified) | 1 | -3 | 1 | -8 | -0.4 | 0.5 | -2 | 2 | -0.8 | 7 | -1.0
Cn1ccnc1SCC(=O)Nc1cccc(C(F)(F)F)c1 | 0 | 0 | 1 | 0 | -2.0 | 1.8 | 3 | -3 | 0.3 | 3 | -1.8
CC(C)CNC(=O)Nc1ccccc1F | 3 | -4 | -2 | -7 | -0.4 | 2.1 | -21 | -3 | 3.2 | 5 | 0.8
CCOC(=O)C(O)(CC(=O)c1ccc(OC)cc1)C(F)(F)F (stereo unspecified) | -2 | 7 | 0 | -3 | -0.4 | 3.9 | -8 | 0 | 2.8 | 7 | -0.9
CC(C)NC(=O)Nc1ccc2c(c1)C(=O)N([C@H](C)CO)C[C@H](C)[C@@H](CN(C)S(=O)(=O)c1ccccc1)O2 | -4 | 4 | -4 | -5 | -0.6 | 0.2 | -19 | 3 | 2.8 | -4 | -3.5
CC1=C(C#N)C(c2ccccc2O)C(C#N)=C(C)N1 | 6 | -9 | -3 | 3 | -0.8 | 1.7 | -16 | -4 | 1.9 | 2 | -0.4
CC1CCCCN1C(=O)Cc1ccc(F)cc1 (stereo unspecified) | -6 | -5 | 1 | -4 | -0.2 | 1.9 | 15 | -6 | 2.9 | -31 | 1.0
CCOC(=O)Cc1csc(N/N=C\c2ccccc2OC)n1 | 1 | 8 | 3 | 0 | 0.2 | 2.6 | -4 | 4 | -0.9 | 16 | 1.4
C=CCNC(=S)N1CC2(C)CN(C(=S)NCC=C)CC(C)(C1)C2=O | 9 | 4 | -8 | 0 | -0.2 | 0.3 | 2 | 4 | -0.4 | -15 | -0.3
Cc1nc(C)c(C(=O)OCC(=O)NCc2ccccc2)s1 | 3 | -9 | 4 | -1 | -0.5 | -0.4 | -9 | 0 | 2.9 | 17 | -0.1
COc1cccc(C(=O)N2CCN(C(=O)c3cccc4ccccc34)CC2)c1OC | 0 | -3 | 1 | -5 | -0.7 | 0.8 | -9 | -3 | 2.9 | -11 | 3.3
Cc1nc2ccc(NC(=O)N3CCN(c4ccccn4)CC3)cc2s1 | 1 | -3 | -3 | 9 | 1.5 | 2.2 | 4 | -6 | 4.1 | -1 | 0.4
Cc1[nH]n(-c2ccccc2)c(=O)c1N=Nc1ccccc1C(=O)O | 6 | -6 | 21 | 4 | -0.2 | 0.5 | -20 | -5 | 1.2 | 6 | 0.6
Cc1ccc2oc(=S)n(C)c2c1 | -1 | -4 | -1 | 3 | -1.6 | -0.2 | 9 | 4 | 6.5 | -5 | /
COc1cc2c(cc1NC(=O)COC(=O)C(CCSC)NC(=O)c1ccccc1Cl)oc1ccccc12 (stereo unspecified) | 8 | 2 | -2 | -6 | -1.6 | 0.2 | -22 | -6 | 1.4 | -1 | -0.3
O=C(C[n+]1cc[nH]c1)c1ccc(Cl)cc1 | 2 | -5 | 1 | -5 | / | / | -7 | -6 | 3.6 | 13 | 0.9
CCCCc1c(O)nc2sccn2c1=O | 5 | 5 | -3 | -6 | 0.8 | 2.2 | 1 | -5 | 2.0 | 59 | 0.3
N#CC1=C(N)Oc2ccc3ccc(O)cc3c2C1c1cccnc1 (stereo unspecified) | 6 | -6 | 2 | -4 | 3.7 | 2.0 | 2 | -4 | 2.8 | 7 | 1.2
O=C(c1cccc([N+](=O)[O-])c1)N1CCCC(C(=O)N2CCc3ccccc3C2)C1 (stereo unspecified) | -4 | 0 | -2 | -2 | 0.3 | 5.1 | 15 | -1 | 0.5 | -48 | -1.5
COCc1ccc(C(=O)N(C)CC2CCCN(CCc3ccccc3F)C2)o1 (stereo unspecified) | -2 | -4 | 0 | -2 | 1.0 | 3.4 | 13 | -5 | 0.6 | 6 | -0.6
COc1ccc(-c2ccc3c(c2)S(=O)(=O)c2cccc(C(=O)NC[C@@H]4CCCO4)c2C3=O)cc1OC | 7 | -9 | 6 | 2 | -0.7 | 0.3 | -18 | 6 | 1.8 | 2 | -0.5
O=c1ccnc(SCc2ccccc2Cl)[nH]1 | 0 | 3 | 1 | -10 | -0.1 | -1.6 | -8 | -5 | -0.1 | 7 | 2.0
Nc1ccc(C(O)(C(F)(F)F)C(F)(F)F)cc1 | -2 | -2 | 1 | -5 | 2.0 | 1.5 | 5 | -6 | 3.1 | 4 | 1.8
Cc1ccc(C(=O)N2CCC(C)CC2)cc1C | 1 | 1 | -4 | 11 | 2.9 | -2.0 | -2 | 5 | 1.5 | -12 | -0.3
COC(=O)c1ccc(COC(=O)CNC(=O)c2ccc(C)s2)cc1 | 4 | -2 | -1 | -2 | 0.7 | -0.1 | -9 | -1 | 0.8 | 7 | 1.2
COc1cccc(CNC(=O)[C@@H](C)N2C(=O)N3CCc4c([nH]c5ccc(OC)cc45)C3(C)C2=O)c1 (stereo partly specified) | 5 | 8 | 1 | -7 | -0.5 | 1.7 | -22 | 6 | 3.1 | -4 | 0.9
CCN1CCN(c2nc(Nc3ccccc3)nc(N)c2[N+](=O)[O-])CC1 | -2 | 1 | -1 | 3 | 1.6 | -1.2 | 6 | -6 | 2.1 | -2 | -1.4
COc1ccccc1-n1cnnc1SCC(=O)N1CCN(S(=O)(=O)c2ccccc2)CC1 | -3 | -12 | 0 | -5 | 0.2 | 3.3 | 4 | -1 | 1.7 | -4 | 0.1
CCN(CC)CCN(C(=O)c1ccc2c(c1)CCCC2)c1nc2c(C)cccc2s1 | 0 | 16 | -13 | -5 | -1.5 | 2.0 | -14 | 0 | 2.0 | 11 | 0.5
CC1(c2nnc(-c3ccc(F)cc3)o2)CC(c2ccc(F)cc2)=NO1 (stereo unspecified) | 0 | -4 | -5 | -3 | -1.3 | -1.4 | 1 | -7 | 4.1 | 10 | -2.0
O=S(=O)(NCc1ccc2c(c1)OCO2)c1ccc2c(c1)oc1ccccc12 | 1 | 1 | -16 | 0 | 3.5 | 2.5 | 24 | -21 | 3.8 | -14 | 0.1
COc1ccc(NC(=O)CN(C)C(=O)c2ccc3ccccc3n2)cc1 | -5 | -6 | -4 | 3 | -1.1 | 0.6 | 20 | 1 | 3.0 | 5 | 0.9
CCCOc1ccc(-c2nc(C#N)c(NCC3CCCO3)o2)cc1 (stereo unspecified) | 2 | 10 | 0 | -3 | 2.4 | 3.0 | 3 | -3 | -0.9 | -4 | 2.9
CCN(CC)C(=O)CSc1nnc([C@H](Cc2c[nH]c3ccccc23)NC(=O)OC(C)(C)C)o1 | 4 | 3 | 2 | 4 | -3.7 | -0.2 | -12 | 4 | 3.3 | 42 | 0.8
CCCN1C(=O)c2ccc(C(=O)NC3=NCCS3)cc2C1=O | -2 | -2 | -3 | 0 | 3.4 | -0.7 | -4 | -8 | 2.4 | -9 | -0.3
Cc1cccc(OCC(=O)Nc2ccc(N3CCN(C(=O)c4ccco4)CC3)cc2)c1C | 4 | 12 | -2 | -5 | 1.9 | 4.2 | -37 | 0 | 0.3 | 147 | -0.2
COc1ccc(/C=C(\NC(=O)c2ccc(OC)cc2)C(=O)N2CCCCC2)cc1 | 5 | 5 | -2 | 1 | / | / | 12 | -9 | 3.6 | -5 | 0.8
Cc1cc(C)cc(NC(=O)CCn2cnc3cc(C)c(C)cc32)c1 | 0 | -3 | -2 | -5 | -0.9 | 0.2 | -6 | 7 | 4.0 | 188 | -2.7
CCC(CO)Oc1cc(NCc2ccccc2)c2ncn(C(C)C)c2c1 (stereo unspecified) | 5 | 19 | 3 | -8 | 0.2 | -0.2 | 8 | -12 | 0.2 | 6 | 1.2
CC(c1ccccc1)n1cc(C(=O)NCC2CCCO2)nn1 (stereo unspecified) | -2 | -4 | 3 | -10 | -0.6 | 1.1 | 5 | 2 | 1.4 | / | -0.3
